Screening data as filed in PubChem BioAssay.
NPYLR7 ag = mosquito NPYLR7 agonism. HEK293T NPYLR7/Galpha15, GCaMP6s calcium fluorescence. activation, % at 10 µM. actives 0.15% (n = 270,000); in the data active = activation above about 40%;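 note: 0% = vehicle and 100% = reference agonist at the receptor; some compounds past the cut are filed as inactive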
hcGAS inh = blocks human cGAS activity. Q8N884. recombinant h-cGAS, ATP depletion, Kinase-Glo luminescence. inhibition, % at 12.5 µM. actives 0.081% (n = 290,000);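 note: 0% = vehicle reaction and 100% = reaction without DNA for no activity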
Target sequence (Q8N884 whole entry, looked up): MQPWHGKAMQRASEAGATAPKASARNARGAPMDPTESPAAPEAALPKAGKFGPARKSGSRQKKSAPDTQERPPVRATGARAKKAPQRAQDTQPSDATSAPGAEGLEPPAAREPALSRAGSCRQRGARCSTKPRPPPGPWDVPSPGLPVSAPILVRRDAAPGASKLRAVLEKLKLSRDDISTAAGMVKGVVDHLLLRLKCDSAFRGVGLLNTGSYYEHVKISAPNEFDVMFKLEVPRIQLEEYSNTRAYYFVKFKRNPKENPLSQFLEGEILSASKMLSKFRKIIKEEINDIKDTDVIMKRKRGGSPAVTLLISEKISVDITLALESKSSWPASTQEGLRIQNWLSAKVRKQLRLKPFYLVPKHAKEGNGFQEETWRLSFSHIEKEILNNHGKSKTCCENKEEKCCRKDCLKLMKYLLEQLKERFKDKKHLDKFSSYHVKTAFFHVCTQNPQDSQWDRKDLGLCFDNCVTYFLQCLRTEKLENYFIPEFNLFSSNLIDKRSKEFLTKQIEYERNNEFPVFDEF
mcGAS inh = blocks mouse cGAS activity; Q8C6L5; recombinant cGAS, Kinase-Glo ATP depletion luminescence; inhibition, % at 12.5 µM; actives 0.15% (n = 160,000);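 note: 0% = negative control wells and 100% = reference inhibitor with no enzyme activity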
An asterisk follows results filed as active; x = not tested or not shown; & = joins results of further samples. Cut-off read from the data, not from the text of the source, unless noted: active = inhibition above about 40%; inactive = the rest.

nr	Molecule	NPYLR7 ag	hcGAS inh	mcGAS inh
1	COc1ccc(N2CCSC2C(=O)NN)cc1 (stereo unspecified)	1	-12	-5
2	N#Cc1cccc(C(=O)N2CCN(C(c3ccccc3)c3ccccc3)CC2)c1	18	-10	-6
3	Cn1c(C2CCCN(S(C)(=O)=O)C2)nn(CC(=O)NC2CCCCC2)c1=O (stereo unspecified)	-5	-7	-7
4	COc1ccc(CCN(Cc2ccc(C)s2)C(=O)CN(C(=O)Nc2cccc(Br)c2)C(C)C)cc1OC	-2	4	-6
5	CC(=O)N[C@@H](CC(C)C)C(=O)O	-10&0	1&-6	-7
6	O=C(c1ccco1)N1CCCC(OCc2cccc(C(F)(F)F)c2)C1 (stereo unspecified)	-5	-2	x
7	Cc1ccc(CCC(=O)Nc2ccc3c(c2)CN(C(=O)C2=NN(C)C(=O)CC2)CC3)cc1	6&-8	-6&6	x
8	CCOc1ccc2nc(N3CCc4ccccc4C3)sc2c1	5	-9	-9
9	C=Cc1ccc(Cn2c(C)c(C(=O)NCc3ccc(C#N)cc3)sc2=O)cc1	1	1	x
10	C=CCNCC(=O)N(Cc1ccc(F)cc1)Cc1cccs1	-21	-1	x

(continued)
nr	Molecule	NPYLR7 ag	hcGAS inh	mcGAS inh
11	O=C(NCC1CN(c2ccc3c(c2)OCO3)C(=O)O1)c1cccs1 (stereo unspecified)	1	-2	x
12	COc1cccc(C(=O)C2CCCN(C(=O)c3ccc(C#CC(C)(C)O)cc3)C2)c1 (stereo unspecified)	0&10	-5&-4	-8
13	O=C(c1cccnc1-c1ccc2c(c1)OCCO2)N1CCCC1	1	-2	-17
14	Cc1ccc(Nc2nc(NCCN3CCOCC3)nc3c2cnn3C)c(C)c1	7	-1	-4
15	O=C(c1ccc(-c2ccccc2)cc1)C1CCCN(C(=O)CCC(F)(F)F)C1 (stereo unspecified)	3	3	0
16	O=C(Nc1cccnc1N1CCN(C(=O)NCc2ccco2)CC1)c1ccc2c(c1)OCO2	-2	-4	-7
17	CCn1cnnc1CNC(=O)c1ccc(S(=O)(=O)N2CCOCC2)o1	-1	-11	x
18	Cc1nc(C(NC(=O)COc2ccccc2C#N)c2ccccc2)n[nH]1 (stereo unspecified)	5	-18	x
19	Cc1ccc(C)c(NC(=O)CN(C)C(=O)c2sccc2C)c1	-1	-4	-1
20	CCCCC(=O)N(C)c1c(C)nc2ccc(C(=O)N3CCN(C)CC3)cn12	0	-4	-4

(list continues)
nr	Molecule	NPYLR7 ag	hcGAS inh	mcGAS inh
21	CN(Cc1cc(C(C)(C)C)n[nH]1)C(=O)C1=NNC(=O)CC1	3	-6	x
22	Cc1ccc(C(=O)c2ccc(CC(=O)O)n2C)cc1	-16&19&-1	-1&0&-7&-8	-11&-6
23	CCc1c(C)nn(CC(=O)NCc2cnn3ccccc23)c1C	5	-5	x
24	CCOC(=O)C(=O)N1CCN(c2cc(S(=O)(=O)N(C)CCc3ccccc3)ccc2OC)CC1	5	-4	-7
25	CCCn1c(C(=O)NCCc2ccc(S(N)(=O)=O)cc2)cc2c(=O)n(C)c(=O)n(C)c21	-1	-7	-11
26	S=c1[nH]nc(N2CCCC2)n1-c1ccccc1Cl	2	-3	-5
27	CSCc1ccc(C(=O)NCCn2ncc3ccccc3c2=O)o1	-2	-3	-15
28	Cc1cc2c(c(-c3ccccn3)c1)OC(CNC(=O)C1=CCCC1)C2 (stereo unspecified)	6	-9	x
29	COc1cc(N2CCC(c3nc(C(C)C)no3)CC2)ncn1	9	-5	-16
30	Cc1sc2ncn(N=Cc3cccc([N+](=O)[O-])c3)c(=O)c2c1C	-4	-8	-9

Next part.
nr	Molecule	NPYLR7 ag	hcGAS inh	mcGAS inh
31	CC(C)(C)c1ccc(CC(=O)N2CCC2(C)C(=O)NS(=O)(=O)c2ccc(F)cc2F)cc1 (stereo unspecified)	-4	-1	-4
32	COCCN(Cc1ccc(OC)cc1)c1c(C)nc2ccc(C(=O)N(C)CCN(C)C)cn12	-7	-6	-3
33	Cc1cccc(-n2ncc3c(NNC(=O)c4cccc([N+](=O)[O-])c4)ncnc32)c1	0	1	-7
34	Cc1ccccc1N1CCn2c1nc1c2c(=O)n(CCCO)c(=O)n1C	-5	-12	x
35	COc1cccc2cc(-c3nc4ccccc4[nH]3)c(=Nc3cccc(C(N)=O)c3)oc12	-3	-2	-3
36	CCOc1ccc(NC(=O)Cn2cc(OC)c(=O)cc2CSc2nnnn2C)cc1	-4	-2	-4
37	CSc1nc2nc3c(cn2n1)C(=O)CC(c1ccco1)C3 (stereo unspecified)	-2	-5	x
38	O=S(=O)(NCCc1csc2nc(-c3cccs3)nn12)c1ccc(Cl)cc1	21	-4	-7
39	O=C(CSc1nc2c(c(=O)n1CCc1ccccc1)SCC2)NCC1CCCO1 (stereo unspecified)	6	-6	-6
40	COc1ccc(NC(=O)C(C)SC2=Nc3ccccc3CS2)cc1OC (stereo unspecified)	-6	5	x

Other entries
nr	Molecule	NPYLR7 ag	hcGAS inh	mcGAS inh
41	CC(CCc1ccccc1)NC(=O)c1ccc(-c2ccc(C3CCCCC3)cc2)s1 (stereo unspecified)	3	-6	-7
42	COc1ccc2[nH]cc(C3CCN(S(=O)(=O)c4ccc(Cl)nc4)CC3)c2c1	-1	5	0
43	CC(c1ccc(-c2ccc3nc[nH]c3c2)cc1)N1CCOCC1 (stereo unspecified)	28	-4	x
44	O=c1cc(N2CCCCC2)[nH]c(=O)n1C1CCCCC1	0	9	x
45	Cc1ccc(C(CN2CCOCC2)NS(=O)(=O)c2cc(C)ccc2C)cc1 (stereo unspecified)	0	-5	x
46	O=C(CCC(=O)N1CCc2c([nH]c3ccccc23)C1)NCCc1ccccn1	23	-1	-4
47	Cc1ccc(-c2cc(NC(=O)CC3CCCC3)n[nH]2)s1	-7	-5	x
48	Cc1cc(C)c(S(=O)(=O)N2CCN(C(=O)C(C)n3c(=O)oc4ccccc43)CC2)c(C)c1 (stereo unspecified)	6	-7	-13
49	Cc1cc(Nc2ccc3c(n2)C(=O)N(CC(=O)NCc2ccc(F)cc2)C3)n(C)n1	6	-8	x
50	COc1ccc(C)cc1-n1c(SCC(=O)O)nnc1C(C)OC (stereo unspecified)	15	1	-15

(further entries)
nr	Molecule	NPYLR7 ag	hcGAS inh	mcGAS inh
51	Cc1ccc(NC(=O)C2CCCCC2)c(NC(=O)c2cc(C)[nH]n2)c1	23	-1	-9
52	CC(C)CCC1(C)NC(=O)N(CC(=O)NC2CCS(=O)(=O)C2)C1=O (stereo unspecified)	-1	-7	x
53	Cc1ccc(Nc2c([N+](=O)[O-])ccc3c2=NC2(CCCCC2)N=3)cc1	1	-8	-7
54	O=C(c1cc(F)c(F)cc1F)N1CCN(c2nccc(-c3ccc(-n4ccnc4)cc3)n2)CC1	10	-2	-6
55	C/C(=N\NC(=O)c1cc(-c2ccc(C)s2)[nH]n1)c1ccc(Cl)cc1	3	-8	-1
56	COCCn1c(C(C)NC(=O)c2cccc(C(F)(F)F)c2)nc2ccccc2c1=O (stereo unspecified)	-2	4	0
57	NCCNC(=O)c1ccc(Cl)cc1	2	5	-4
58	COc1ccc(N2CCN(CCc3c[nH]c4ccc(NC(=O)C5C[C@H]5c5ccccc5)cc34)CC2)cc1 (stereo partly specified)	0	1	-3
59	O=C(C1CC1)N1CCc2c(ncnc2NCc2ccccc2-n2ccnc2)C1	-5	1	-7
60	CC(CNC1CSCCSC1)Oc1cccnc1 (stereo unspecified)	5	-5	-16

An excerpt of these results, with one line to a screen.
51: Cc1ccc(NC(=O)C2CCCCC2)c(NC(=O)c2cc(C)[nH]n2)c1
52: CC(C)CCC1(C)NC(=O)N(CC(=O)NC2CCS(=O)(=O)C2)C1=O (stereo unspecified)
53: Cc1ccc(Nc2c([N+](=O)[O-])ccc3c2=NC2(CCCCC2)N=3)cc1
54: O=C(c1cc(F)c(F)cc1F)N1CCN(c2nccc(-c3ccc(-n4ccnc4)cc3)n2)CC1
55: C/C(=N\NC(=O)c1cc(-c2ccc(C)s2)[nH]n1)c1ccc(Cl)cc1
56: COCCn1c(C(C)NC(=O)c2cccc(C(F)(F)F)c2)nc2ccccc2c1=O (stereo unspecified)

Screen / compound no. | 51 | 52 | 53 | 54 | 55 | 56
NPYLR7 ag | 23 | -1 | 1 | 10 | 3 | -2
hcGAS inh | -1 | -7 | -8 | -2 | -8 | 4
mcGAS inh | -9 | x | -7 | -6 | -1 | 0

Additional results follow:
nr	Molecule	NPYLR7 ag	hcGAS inh	mcGAS inh
61	COc1cc(OC)c(NC(=O)NCCNc2cc(N3CCCC3)nc(C)n2)cc1Cl	0	0	x
62	O=C(NC1CCN(c2ccccc2C(=O)NCc2ccc(F)cc2)CC1)c1cccc(Cl)c1	-3	-1	-2
63	Cc1nc(CN(C)Cc2cccn2S(=O)(=O)c2ccccc2)no1	-1	-6	x
64	COc1cccc(-c2nc3ccccn3c2NC(=O)c2cccc(Cl)c2)c1	-14	-6	-6
65	CC(C)C(=O)c1c(C(C)C)nn2ccccc12	1	0	-4
66	CCn1cc(C(CC(=O)N2CCN(c3ccccc3OC)CC2)c2ccc(F)cc2)c2ccccc21 (stereo unspecified)	-4	0	-2
67	CC(C)CCc1nc(N2CCCN(C(=O)/C=C/c3ccccc3)CC2)c2cnn(-c3cccc(Cl)c3)c2n1	25	-4	-4
68	COc1cc(CC(=O)N2CCOC(COc3cccc(C(F)(F)F)c3)C2)cc(OC)c1OC (stereo unspecified)	-5	1	-1
69	Cc1ccc2c(CN3CCN(C(=O)c4cccs4)CC3)cc(=O)oc2c1	22	-18	x
70	CCOC(=O)c1nc2ccccc2nc1N1CCN(C(=O)c2cc(OC)cc(OC)c2)CC1	7	-11	-2

Brought forward from above: two compounds; new compounds follow.
nr	Molecule	NPYLR7 ag	hcGAS inh	mcGAS inh
69	Cc1ccc2c(CN3CCN(C(=O)c4cccs4)CC3)cc(=O)oc2c1	22	-18	x
70	CCOC(=O)c1nc2ccccc2nc1N1CCN(C(=O)c2cc(OC)cc(OC)c2)CC1	7	-11	-2
71	Cc1nc(CSc2ccc(C(=O)N3CCC(n4c(=O)[nH]c5ccccc54)CC3)cc2)cs1	-11	-1	-7
72	CN(c1cnn(-c2ccc(C(F)(F)F)cn2)c(=O)c1Cl)C1CCc2ccccc21 (stereo unspecified)	12	-3	x
73	O=C1CN(S(=O)(=O)c2ccccc2)CC(O)CN1C1Cc2ccccc2C1 (stereo unspecified)	0	0	-3
74	Cc1nc(SCCNC(=O)[C@H]2CCCO2)n[nH]1	-5	-4	-12
75	O=C(Cn1cncn1)N1CCOc2c(O)cc(-c3cccc(Cl)c3)cc2C1	31	-4	-7
76	Cc1nnc(C)n1NC(=O)Cc1ccc2c(c1)CCCC2	-25	-10	x
77	COc1cccc(-c2nccn2C2CCCC2)c1OC(C)C(=O)O (stereo unspecified)	4	-8	x
78	CC(C)CNC(=O)C(NC(=O)CC(C)C)C1CCN(C(=O)c2ccc(C(F)(F)F)cc2)CC1 (stereo unspecified)	-2	-3	-2
79	COc1cccc(NCc2cc(=O)oc3cc(C)c(O)cc23)c1	3	-6	-8
80	CC(=O)N1CCCN(Cc2cc(F)cc(Br)c2)CC1	7	-8	x

Next structures follow.
nr	Molecule	NPYLR7 ag	hcGAS inh	mcGAS inh
81	Cc1ccc(Cn2nccc2N)s1	2	-5	-4
82	COCCN(Cc1ccc(OC)cc1)c1c(C)nc2ccc(C(=O)N(C)Cc3ccccc3)cn12	-6	-10	-3
83	CN(Cc1ccccc1-n1cccn1)C(=O)c1cn2ccccc2n1	12	-3	-13
84	CCOC(=O)c1cc(-c2ccc(N3CCN(C(=O)c4cccc(C#N)c4)CC3)cc2)n(-c2ccc(OC)cc2)n1	8	1	-3
85	O=S1(=O)N=C(Nc2ccccc2Cl)c2ccccc21	-12	-5	-6
86	CS(=O)(=O)c1ccc(Cl)c(NC(=O)C2=Cc3ccccc3OC2)c1	6	-15	x
87	CCn1cc(Cn2ccnc2-c2cc(C#CCO)cs2)cn1	3	0	-16
88	CCCS(=O)(=O)Nc1ccc(N(C)C)c(CN(Cc2cccc(F)c2)C(=O)c2cccc(C)c2)c1	26	-4	-7
89	C=c1cc(C)n(CC(=O)Nc2cccc(OC)c2)c(=O)c1=C1N=C(c2ccccc2)NO1	-4	-4	-9
90	Cc1cccc(C(=O)N(Cc2cc(NC(=O)c3cccc(F)c3)ccc2N(C)C)C(C)C(C)C)c1 (stereo unspecified)	22	-2	-4

Looked up above.
In NPYLR7 ag, `CCCS(=O)(=O)Nc1ccc(N(C)C)c(CN(Cc2cccc(F)c2)C(=O)c2cccc(C)c2)c1` is entered as 26
In hcGAS inh, `CN(Cc1ccccc1-n1cccn1)C(=O)c1cn2ccccc2n1` is entered as -3

(cont.)
nr	Molecule	NPYLR7 ag	hcGAS inh	mcGAS inh
91	O=C(c1ccc2c(c1)OCCO2)N(Cc1ccccn1)c1nc2c(Cl)cccc2s1	-1	-2	-6
92	CCCCc1ncc(CN2CCCC(CNS(=O)(=O)c3ccc(OC)cc3)C2)[nH]1 (stereo unspecified)	3	-11	x
93	N#CC(=Cc1cccnc1)c1nc2c(s1)CCCC2	-8	-1	x
94	O=S(=O)(c1ccc(N(CCCCO)C2CC2)cc1)C(F)(F)F	6	-5	x
95	N#CCCSCc1ccc2oc(C(=O)O)cc2c1	0	-5	-6
96	CCOCCOc1nc(-c2ccc3c(c2)OCO3)n(-c2ccc(NC(=O)CCC(=O)OCC)cc2)n1	21	-5	-8
